Vc quorum ag: induces V. cholerae light production without autoinducers; V. cholerae BH1578 lux reporter, luminescence, 6 h; activation, % at 18.7 µM; hit rate 0.16% among 350,000; in the data active = activation mostly above about 9.7%, no sharp cut-off; inconclusive = no clear call, values can overlap the other calls; inactive = mostly below about 3.7%; also: not every result past the cut was called active; inactives centre near 0; reference of the scale not given here
DUSP3 inh: inhibitors of human VHR1 phosphatase (DUSP3); hit rate 0.52% among 290,000; AID 1654; recombinant VHR phosphatase, pNPP absorbance; inhibition, % at 13.3 µM; P51452; in the data active = inhibition above about 50%; also: some compounds called inactive have numbers as strong as hits
Target sequence (P51452 whole entry, looked up): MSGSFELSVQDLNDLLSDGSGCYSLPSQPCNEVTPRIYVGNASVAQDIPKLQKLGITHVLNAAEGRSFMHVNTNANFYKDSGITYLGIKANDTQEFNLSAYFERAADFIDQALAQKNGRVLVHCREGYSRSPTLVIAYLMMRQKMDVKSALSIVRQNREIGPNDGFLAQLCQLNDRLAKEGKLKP
MazF activator: increases E. coli MazEF RNase cleavage of RNA. FAM/BHQ RNA-DNA oligo cleavage fluorescence, 5 h. activation, % at 20 µM. hit rate 0.32% among 350,000; in the data active = activation above about 50%
Target sequence (P0AE70 whole entry, looked up): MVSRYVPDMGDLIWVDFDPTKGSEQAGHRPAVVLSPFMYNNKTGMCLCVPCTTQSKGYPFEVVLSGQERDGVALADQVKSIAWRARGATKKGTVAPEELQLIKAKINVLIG
PriA SSB inh: inhibitors of Klebsiella pneumoniae PriA binding to SSB C-terminal tail; inhibition, % at 33 µM; AID 1272365; hit rate 0.6% among 430,000; AlphaScreen SSBct-PriA binding, biotinylated peptide; in the data active = inhibition mostly above about 37%, no sharp cut-off; inactive = mostly below about 20%;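 also: plate controls were negative control peptide for no effect and reference peptide for full effect; strong numbers were not always called active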
TcdB GH inh: blocks C. difficile toxin B glycohydrolase activity. P18177. inhibition, % at 9.99 µM. TcdB glycohydrolase enzymatic assay, plate reader. AID 652162. hit rate 0.24% among 350,000; in the data active = inhibition above about 10%
Rv3671c inh: inhibitors of M. tuberculosis serine protease Rv3671c. P9WHR9. inhibition, % at 5.96 µM. hit rate 0.048% among 320,000. AID 2606; in the data active = inhibition above about 38%;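 also: extracellular domain of Rv3671c used as enzyme; 0% = enzyme with DMSO and 100% = no enzyme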
Target sequence (P9WHR9 whole entry, looked up, the tested form may be a part): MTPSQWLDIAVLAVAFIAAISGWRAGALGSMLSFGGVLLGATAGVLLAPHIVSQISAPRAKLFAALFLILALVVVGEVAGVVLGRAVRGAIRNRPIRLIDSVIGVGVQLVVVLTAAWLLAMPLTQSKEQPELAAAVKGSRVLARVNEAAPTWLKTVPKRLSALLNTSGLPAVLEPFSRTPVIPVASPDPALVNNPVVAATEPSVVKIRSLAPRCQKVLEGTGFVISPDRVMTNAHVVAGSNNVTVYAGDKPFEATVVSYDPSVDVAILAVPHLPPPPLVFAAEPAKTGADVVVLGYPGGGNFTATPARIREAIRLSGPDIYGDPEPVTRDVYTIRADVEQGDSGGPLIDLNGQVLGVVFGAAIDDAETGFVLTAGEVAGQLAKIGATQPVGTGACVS
Anthrax LF inh2: inhibitors of Bacillus anthracis lethal factor protease; P15917; multiplex microsphere protease cleavage assay, LF; inhibition, % at 10 µM; hit rate 0.12% among 360,000; in the data active = inhibition above about 30%; inconclusive = no clear call, values can overlap the other calls; also: plate controls were buffer without enzyme for full effect and enzyme alone for no effect
Yp Topo-I inh: Y. pestis Topo-I inhibition via cleavage products | activity, % at 10 µM | AID 504884 | hit rate 0.064% among 360,000 | Y. pestis Topo-I cleavage product accumulation, plate reader; in the data active = activity above about 50%, passing the limit was not always enough; inconclusive = no clear call, values can overlap the other calls; also: inactives centre near 2
3CLpro inhibitor: SARS-CoV 3CLpro protease inhibition; recombinant SARS-CoV 3CLpro, quenched FRET peptide cleavage; inhibition, % at 6 µM; hit rate 0.14% among 290,000; AID 1706; in the data active = inhibition above about 12%
PfHsp40 yeast: restores yeast growth despite PfHsp40 toxicity; S. cerevisiae expressing PfHsp40, growth rescue, ATP luminescence; growth rescue, % at 12.5 µM; hit rate 0.68% among 340,000; AID 504582; in the data active = growth rescue above about 28%, passing the limit was not always enough; inconclusive = no clear call, values can overlap the other calls;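 also: yeast W303a lacking pdr1 and pdr3 grown in galactose medium; growth measured after three days at 30 °C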
The depositor's hits bear a star; i = inactive; ? = inconclusive; . = not tested or not shown; & = joins results of further samples. An excerpt; rates above refer to the full screens.

item	structure	Anthrax LF inh2	DUSP3 inh	TcdB GH inh	MazF activator	3CLpro inhibitor	Rv3671c inh	PfHsp40 yeast	Vc quorum ag	PriA SSB inh	Yp Topo-I inh
1	CCOC(=O)c1c(C)c(C(=O)NCc2cccnc2)c(C)n1C	0	10	.	2	4	0	-0.1	-1.0	-2	-8
2	CCc1nc2c(OCc3ccc(F)c(F)c3)cccn2c1N(C)C(=O)c1ccncc1	-11	.	0.2	.	.	.	.	-0.3	.	5
3	C=CCn1c(-c2ccccc2)c[nH]c1=S	0	-2	.	-10	3	4	1.0	i	6&-9	0
4	CCOC(C(=O)OCC(O)CN(CC)CC)(c1ccccc1)c1ccccc1 (stereo unspecified)	0	7	.	7	-1	13	1.1	-7.7	-20	0
5	COc1ccc(CCNC(=O)C2CC2)cc1OC	-3	2	.	-2	4	14	-0.5	i	-7	4
6	Cc1sc2ncnc(SCC#N)c2c1C	-3	1	.	3	1	-4	0.2	i	2	-3
7	Cc1ccc(S(=O)(=O)N2CC(O)C[C@H]2C(=O)OCC(=O)Nc2ccc(N3CCCCC3)cc2)cc1C (stereo partly specified)	-3	.	-0.4	0	.	4	-1.0	-0.2	29	9
8	CC(=O)Nc1ccc(C(=O)COC(=O)c2c(C)noc2C)c(F)c1	4	.	0.6	7	.	0	-1.4	-1.2	-12	0
9	C=CCN1C(=O)c2cccc3c(N4CCCCC4)ccc(c23)C1=O	15	36	1.4	-6	3	-5	5.3	-0.4	-22	5
10	O=C(Nc1ccc(F)cc1)N1CCC(c2nc3c(nnn3Cc3ccccc3Cl)c(=O)[nH]2)CC1	8	-2	0.9	5	1	-6	0.5	-0.1	-3	31
11	CC(C)(CO)NC(=O)C(Cc1ccccc1)N1C(=O)c2ccccc2C1=O (stereo unspecified)	-13	21	-0.2	-2	1	-6	-1.2	i	-13	-3
12	c1ccc(N2CC[N+]3(CCCC3)CC2)nc1	0	6	1.0	3	1	5	-0.5	4.0	0&-9	-8
13	CCCCNc1c(-c2ccc(OC)c(SC(C)CC)c2)nc2ccc(Cl)cn12 (stereo unspecified)	-7	.	-7.3	5	.	-2	1.6	-0.4	-13	-9
14	N#Cc1cnn2ccc(-c3ccc4c(c3)CCC4)nc12	-8	11	0.4	3	3	11	0.7	i	-14	5
15	Cc1ccc(NC(=O)CCCNC(=O)c2ccc(Cl)cc2)c(Br)c1	12	2	-0.1	4	-3	-10	-1.6	i	-7	-3
16	Cc1cccc(OCC(O)CN2C(C)(C)CC(O)CC2(C)C)c1C (stereo unspecified)	0	-20	.	-1	2	0	0.6	-0.2	-15	4
17	CCCOc1ccc(F)cc1-c1cc(C(=O)Nc2ccc(OC)cc2C)[nH]n1	-3	.	1.6	.	.	.	.	-0.9	.	5
18	CCN(CC)S(=O)(=O)c1ccc(N(C)CCc2ccc(OC)c(OC)c2)nc1	2	12	4.1	9	0	4	1.7	-0.5	-11	-3
19	COc1ccc(Cc2c3cc(OC)c(OC)cc3cc[n+]2C)cc1OC	-10	18	.	-4	.	-16	-0.7	-0.3	-4	-1
20	CCCCn1c(N)c(N(CC(C)C)C(=O)c2ccc(Cl)c(S(=O)(=O)N3CCCC3)c2)c(=O)[nH]c1=O	?	.	1.1	-4	.	5	-0.7	i	-14	3

Taken from above.
For PriA SSB inh, compound 16 shows -15
For Rv3671c inh, compound 3 shows 4

Further structures.
item	structure	Anthrax LF inh2	DUSP3 inh	TcdB GH inh	MazF activator	3CLpro inhibitor	Rv3671c inh	PfHsp40 yeast	Vc quorum ag	PriA SSB inh	Yp Topo-I inh
21	COc1ccc(Oc2ccc(-c3ccn[nH]3)cc2)cc1	-8	35	1.3	3	8	-2	-1.2	-0.6	-12	-5
22	Cn1nnnc1SCC(=O)N1CCN(S(=O)(=O)c2ccc(Cl)cc2)CC1	-2	22	1.0	-12	1	-1	0.4	0.3	-17	-1
23	O=C(Nc1ccccn1)c1cc(-c2cccc(Cl)c2)nc2ccccc12	-5	8	2.1	-6	1	-13	1.5	-0.3	-8	7
24	Cc1ccc(S(=O)(=O)NCCC(=O)OCC(=O)N2CCCC2=O)cc1C	-1	.	-1.3	-1	.	7	-1.4	i	-7	5
25	O=C(C1CCN(S(=O)(=O)c2cccs2)CC1)N1CCCC(C(F)(F)F)C1 (stereo unspecified)	.	10	0.4	3	-2	-9	-1.2	i	-15	7
26	Clc1ccccc1-c1nnc2sc(C3COc4ccccc4O3)nn12 (stereo unspecified)	1	18	.	-10	1	-7	0.4	i	1	0
27	Cc1cc(C(=O)Nc2ccccc2)oc(=O)c1	15	10	0.3	6	-3	-2	0.6	-0.4	-4	3
28	Cc1ccnc(NS(=O)(=O)c2ccc(NC(=O)/C=C/c3cccs3)cc2)n1	-3	10	1.1	-5	1	-13	0.3	i	1	-6
29	COc1cccc(CC(NC(C)=O)C(=O)NC2CCN(C(=O)C3CCCCC3)CC2)c1OC (stereo unspecified)	-2	25	1.7	4	3	.	-0.7	i	0	5
30	CCN1CCN(C(=O)CS(=O)Cc2nc(-c3cccc(C)c3)oc2C)CC1 (stereo unspecified)	1	2	-0.2	9	-1	11	-0.1	i	4	-6
31	CN(CCOc1ccccc1)C(=O)c1cc(S(=O)(=O)N2CCOCC2)c(Cl)cc1Cl	-3	.	0.7	-1	.	.	.	i	.	-5
32	Cc1ccccc1CC1SC(N=C(N)N)=NC1=O (stereo unspecified)	-12	10	1.7	1	-3	8	-0.1	0.8	.	-5
33	C/C(CC(=O)Nc1ccc2c(c1)OCO2)=N\NC(=O)c1ccccc1N	.	-13	-2.5	7	8	-2	-0.1	-0.4	.	-9
34	CCc1cccc(C)c1NC(=O)CSc1nnc(-c2cc3cc(Br)ccc3o2)n1CC	.	2	.	-10	3	2	0.4	-0.3	-8	4
35	CCN(c1ccccc1)S(=O)(=O)c1cc(OC)ccc1OC	-3	25	.	1	-1	-2	-0.6	-0.2	3	4
36	O=C(Nc1ccn(Cc2ccccc2)n1)c1cccc(Cn2cc([N+](=O)[O-])cn2)c1	-1	5	.	2	4	7	0.3	-0.3	-9	-1
37	O=C(c1ccccc1F)N1CCN(c2ccc([N+](=O)[O-])cc2-n2cccc2)CC1	-20	12	-0.7	-2	9	-1	1.0	i	7	6
38	Cc1cc([N+](=O)[O-])c(NCCCCCCO)c([N+](=O)[O-])c1	-5	.	.	1	5	-1	-1.9	i	27	18
39	Cc1ccc(N/C(=C\C(=O)c2ccccc2)C(=O)O)cc1	0	14	-7.4	-16	4	8	-0.6	-0.7	1	2
40	COc1ccc2c(c1)cc(C(O)c1ccccn1)n2S(=O)(=O)c1ccccc1 (stereo unspecified)	-6	0	.	-4	2	0	0.4	i	-7	-5
41	O=C1CN(C(=O)c2cc(F)cc(F)c2)c2ccccc2N1	0	26	1.4	10	-4	-3	-0.2	i	-1	3
42	CCCCn1c(=O)[nH]c(=O)c2c(C(=O)OCC)cc(-c3ccc(OC(F)F)cc3)nc21	-1	3	-0.2	4	1	-2	-0.8	-0.2	3	11
43	C=CCn1c(=NC(=O)c2ccccc2[N+](=O)[O-])sc2cc(S(C)(=O)=O)ccc21	-1	17	0.5	6	3	-11	-2.7	i	-1	6
44	Cc1sc2nc[nH]c(=O)c2c1-c1ccc(F)cc1	-4	21	1.2	5	1	0	-1.6	i	-4	-3
45	COc1ccc(NC(=O)c2c(C)noc2C(C)C)cc1S(=O)(=O)N1CCCCC1	4	.	1.1	0	.	-8	0.3	0.6	-3	14
46	CCOC(=O)C1CCN(CC(=O)N2CCc3ccccc32)CC1	2	12	2.5	2	-1	2	-0.5	i	-6	0
47	COc1cccc(NC(=O)CSc2nnc(Cc3ccc(C)cc3)c(=O)n2N)c1	1	.	0.8	1	.	-2	0.9	-0.3	-2	24
48	CC(=O)c1cnc(-c2ccccn2)s1	-2	9	0.3	-8	2	-10	-0.9	-1.4	0	8
49	CN(C)CCCOc1ccc(-c2ccc3nccn3c2)cn1	-8	.	0.1	.	.	.	.	1.1	.	2
50	COc1ccc(CCNC(=O)CS(=O)(=O)Cc2nc(-c3ccc(C)cc3)oc2C)cc1OC	1	34	-1.1	8	5	-14	-0.6	-11	-10	2
51	COc1cc(/C=C/C(=O)N2CCN(C)CC2)cc(S(=O)(=O)N2CCc3ccccc32)c1OC	9	17	1.1	-2	1	-8	-1.7	-0.7	-14	4
52	COc1ccc(CCNC(=O)CCCn2c(=S)[nH]c3ccsc3c2=O)cc1OC	1	.	2.9	-3	.	.	.	-10	.	10
53	O=S(=O)(Nc1nc2cc3c(cc2nc1Cl)OCCO3)c1ccccc1	1	6	0.9	3	3	-2	-0.3	-0.4	-1	2
54	O=C(CSc1cn[nH]n1)Nc1nc2ccccc2s1	6	-36	2.2	5	-4	-18	0.0	1.8	-4	-2
55	CN1CCSc2ccc(C(=O)Nc3cccc(F)c3)cc21	-2	5	1.8	10	-1	-10	4.0	-0.3	-7	-16
56	CCCC(=O)Nc1ccc(N2CCN(C(=O)CCC)CC2)cc1	-4	14	.	9	6	5	0.1	i	-6	-12
57	CCCCc1ccc(NC(=S)NCCCN2CCOCC2)cc1	0	53*	-1.4	3	1	-10	-0.5	i	1	3
58	Cc1nc(N2CCN(C(=O)c3ccc(Cl)cc3)CC2)c(C#N)c2c1COC(C)(C)C2	3	-6	.	-5	-2	-3	-0.8	i	-1	23
59	O=S(=O)(c1ccccc1)c1nc(-c2ccco2)oc1N1CCOCC1	5	24	.	-3	5	-5	-0.8	0.1	-16	-9
60	COc1cc(C(=O)NC(CCSC)C(=O)OCC(=O)C(C)(C)C)cc(OC)c1OC (stereo unspecified)	-2	-9	-1.8	-8	0	11	-0.7	0.2	-3	-2
61	CCOC(=O)c1nc(C)c(C(C)=O)s1	2	7	1.0	3	.	-13	-1.4	-0.3	-17	5
62	O=c1[nH]c(CN2CCN(c3ccccc3)CC2)nc2scc(-c3ccccc3)c12	-2	0	0.7	2	3	-10	-0.5	-0.3	3	4
63	Cc1ccc(C(=O)c2nc3c(n2O)CCCC3)cc1	0	-8	.	6	5	6	-0.3	-0.4	-4	-7

Assay outcomes: PubChem BioAssay, several laboratories
